mIAP act – increases mouse intestinal alkaline phosphatase activity; muIAP, CDP-Star luminescence, 30 min; stronger effect = higher value; 1 = vehicle-only enzyme signal, 0 = enzyme-free wells; AID 2805; actives 0.24% (n = 330,000); activation factor at 10 µM;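 active = activation factor of at least 2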; also: the source names both 10 and 20 µM as test concentration; values of inactives mirror those of a sister screen read the other way
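also added = chemiluminescent substrate CDP-Star | test system = mouse IAP enzyme | signal = chemiluminescence readout | compound = DMSO-dissolved test compounds | incubation = 30 min at room temperature | benchmarks = DMSO wells, no-enzyme wells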
MPTP inh – inhibitors of mitochondrial permeability transition pore; actives 1.4% (n = 360,000); inhibition, % at 10 µM; isolated mouse mitochondria, Ca2+ swelling absorbance, 30 min; AID 602449;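 active = inhibition of 50% or more, scaled per plate between neutral and stimulator controls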;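 also: 0% = DMSO wells given calcium and 100% = 1 mM EGTA wells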
APOBEC3A inh – inhibitors of human APOBEC3A DNA deaminase. P31941. recombinant A3A, FAM/TAMRA ssDNA deamination fluorescence. inhibition, % at 20 µM. actives 0.41% (n = 330,000). AID 493011;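 active = at least 40% inhibition at 20 µM here, with at most 30% in a related deaminase screen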;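 also: plate controls were A3A with DMSO for no effect and wells lacking A3A enzyme for full effect; some results filed as inactive read as strong as hits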
Target sequence (P31941 whole entry, looked up): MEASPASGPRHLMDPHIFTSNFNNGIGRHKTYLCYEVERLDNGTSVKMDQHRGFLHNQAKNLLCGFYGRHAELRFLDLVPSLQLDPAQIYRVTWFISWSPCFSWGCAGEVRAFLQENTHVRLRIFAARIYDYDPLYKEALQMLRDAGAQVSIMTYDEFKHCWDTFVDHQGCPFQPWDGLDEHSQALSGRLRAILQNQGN
hIAP inh – blocks human intestinal alkaline phosphatase; inhibition, % at 10 µM; actives 0.12% (n = 330,000); AID 2544; purified IAP, CDP-Star luminescence, 30 min;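 active = inhibition reaching a set limit with compound at 10 µM in the primary screen, cut at about 35% in these data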;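 also: plate controls were DMSO wells with enzyme for no effect and no-enzyme buffer wells for full effect; values of inactives mirror those of a sister screen read the other way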
Target sequence (P09923 whole entry, looked up): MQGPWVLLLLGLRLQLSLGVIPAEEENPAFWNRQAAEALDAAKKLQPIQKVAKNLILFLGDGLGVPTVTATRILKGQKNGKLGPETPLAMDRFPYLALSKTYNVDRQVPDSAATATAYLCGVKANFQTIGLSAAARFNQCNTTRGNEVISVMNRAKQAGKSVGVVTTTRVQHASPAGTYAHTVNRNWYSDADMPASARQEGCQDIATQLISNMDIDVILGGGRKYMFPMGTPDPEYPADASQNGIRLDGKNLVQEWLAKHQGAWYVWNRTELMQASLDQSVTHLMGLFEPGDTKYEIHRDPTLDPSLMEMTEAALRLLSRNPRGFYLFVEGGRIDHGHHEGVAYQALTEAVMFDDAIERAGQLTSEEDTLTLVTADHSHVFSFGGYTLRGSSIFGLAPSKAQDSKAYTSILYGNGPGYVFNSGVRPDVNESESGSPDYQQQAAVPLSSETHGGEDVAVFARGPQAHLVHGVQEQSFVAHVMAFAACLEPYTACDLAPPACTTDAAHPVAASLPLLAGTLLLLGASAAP
APOBEC3G inh – APOBEC3G (human) deaminase inhibition. recombinant A3G, ssDNA deamination FAM/TAMRA fluorescence. inhibition, % at 20 µM. actives 0.28% (n = 330,000);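 active = inhibition of at least 40% at 20 µM, with no more than 30% in the related APOBEC3A deaminase screen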;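 also: plate controls were DMSO wells with A3G for no effect and wells lacking A3G enzyme for full effect; some compounds called inactive have numbers as strong as hits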
mIAP inh – mouse IAP inhibition; purified mouse IAP, CDP-Star luminescence, 30 min; inhibition, % at 10 µM; actives 0.2% (n = 330,000);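 active = inhibition of at least 40% at 10 µM in the primary screen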;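 also: plate controls were DMSO with enzyme for no effect and no enzyme wells for full effect; values of inactives mirror those of a sister screen read the other way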
MIN6 prolif – MIN6 beta-cell proliferation induction | MIN6 cells proliferation, ATPlite luminescence, 48 h; cells starved in 0.2% serum; 100% = growth in 10% serum | proliferation, % at 10 µM | actives 0.29% (n = 330,000);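 active = compounds whose signal lies at least 3.5 SD above the mean of all wells on their plate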;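 also: 0% = DMSO-treated cells in low-serum medium and 100% = 10% serum control; some compounds called inactive have numbers as strong as hits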
GRIN3A LBD mod – NR3A (human) ligand-binding domain modulation | Tm shift relative to glycine control, % at 25 µM | actives 2.5% (n = 340,000) | NR3A LBD differential scanning fluorimetry, Tm shift; 0% = protein alone, 100% = glycine-bound protein;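 active = melting temperature shift of at least 10% of the positive control shift, at one fixed dose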
hIAP activ – increases human intestinal alkaline phosphatase activity; P09923; purified human IAP, CDP-Star luminescence, 30 min; stronger effect = higher value; 1 = vehicle-only enzyme, 0 = enzyme-free background; activation factor at 10 µM; actives 0.16% (n = 330,000); AID 2524;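 active = activation factor of the enzyme at least 2-fold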; also: the source names both 10 and 20 µM as test concentration; values of inactives mirror those of a sister screen read the other way
Numbers without * were called inactive; nt = not tested or not shown.

canonical_smiles	mIAP act	MPTP inh	APOBEC3A inh	hIAP inh	APOBEC3G inh	mIAP inh	MIN6 prolif	GRIN3A LBD mod	hIAP activ
CC(C)(C)n1nnnc1CN1CCN(C2CCCC2)CC1	0.969	-0.1	-3.3	5.0	-4.2	3.1	0.9	0.5	0.949
Cc1ccc(C(=O)Nc2cc(=O)n(C)c(=O)n2C)cc1C	1.13	0.4	-1.5	-8.2	-12.6	-13.2	-1.0	0.6	1.08
CC(NC(=O)NCCCn1ccnc1)(C(F)(F)F)C(F)(F)F	0.976	-0.7	0.0	15.6	-2.3	2.4	-0.2	-5.5	0.844
NC(=O)CN1C(=O)C(=O)N(Cc2cccc(C(F)(F)F)c2)C1=O	0.975	-0.6	1.7	-3.9	-2.3	2.5	-1.2	0.0	1.04
CCC(=O)n1nc(-c2ccco2)nc1SCc1ccccc1	0.862	-0.6	2.8	3.8	-1.4	13.8	0.0	3.1	0.962
COc1ccccc1CNC(=O)COC(=O)Cn1cnc2ccccc21	1.05	-1.4	2.6	5.0	-1.2	-4.6	-3.3	-0.4	0.95
CCn1c(SCC(=O)NCc2ccco2)nnc1-c1c[nH]c2ccccc12	1.02	-2.6	-0.5	4.6	-6.1	-1.9	-0.2	-16.0	0.954
COC(=O)c1ccccc1N=C(SC)N(C)C	1.03	-1.7	16.5	3.0	21.4	-3.3	-2.4	1.3	0.969
CCCN1C(=O)c2ccc(C(=O)Nc3nccs3)cc2C1=O	1.03	-1.4	2.2	-21.8	-6.4	-3.3	-3.3	1.6	1.22
COC(=O)C(C(C)=O)C1=C/C(=N\S(=O)(=O)c2ccc(C)cc2)c2ccccc2C1=O (stereo unspecified)	1.1	-0.8	-6.5	13.3	-5.1	-10.3	-6.2	-1.6	0.867
O=C(CSc1nnnn1-c1ccc(C(=O)O)cc1)NC1CCCCC1	1	-1.6	-4.6	-1.6	-8.4	0.0	0.0	-2.2	1.02
O=S(=O)(Nc1ccc(S(=O)(=O)Nc2ncccn2)cc1)c1ccc(Cl)cc1	0.934	2.9	-3.2	8.1	-8.0	6.6	0.0	2.0	0.919
CCOC(=O)N1C(=O)C2(CCCCC2)N(c2ccccc2Cl)C1=S	0.959	31.4	0.6	-0.9	-3.9	4.1	0.0	2.9	1.01
Cc1ccc(CNC(=O)C2CCN(S(=O)(=O)c3ccc(Br)s3)CC2)cc1	1.14	1.0	4.0	-2.2	0.5	-13.5	0.0	-13.1	1.02
CCCCSc1nc2ccccc2[nH]1	0.951	-1.3	-4.1	-0.9	-6.9	4.9	0.2	-1.8	1.01
CSC1=N/C(=C\c2ccc(C)s2)C(=O)S1	0.844	0.3	2.8	4.4	-1.4	15.6	-1.8	-4.8	0.956
O=C(NCCN1CCCCC1)c1cc2ccccc2[nH]1	1.08	0.4	2.9	3.7	2.4	-7.7	3.4	-0.1	0.963
CC1CCCCC1NC(=O)CN(C)S(=O)(=O)c1ccc2c(c1)CCC(=O)N2 (stereo unspecified)	0.962	0.5	-2.2	-7.3	-3.7	3.8	3.7	1.7	1.07
S=C(Nc1ccccc1)NC1CCN(Cc2ccccc2)CC1	1.19	1.7	-5.6	-15.3	-16.7	-19.3	-3.8	0.8	1.15
COc1ccc(C(=O)CSc2n[nH]c(-c3ccco3)n2)cc1	1.02	0.3	-2.8	-14.6	-1.7	-2.5	-2.5	-11.2	1.15
COC(=O)/C=C/c1ccc2c(c1)S(=O)(=O)N(c1cccc(OC)c1)[C@H]2CC(=O)OC	0.794	-1.0	-2.6	-13.5	-8.9	20.6	-2.2	1.9	1.14
CCN(CC)C(=S)SCC(=O)Nc1ncc2c(n1)CC(C)(C)CC2=O	0.964	2.7	2.4	-14.0	0.8	3.6	0.4	0.5	1.14
Cc1ccc2c(c1)/C(=N/OC(=O)c1ccc(F)cc1)CCS2	0.934	-0.1	-3.4	22.6	-7.1	6.6	0.8	4.7	0.774
Cc1cccnc1NC(=O)CCC(=O)c1cccs1	0.982	-2.7	6.4	7.5	5.4	1.8	5.6	-0.2	0.925
Cc1noc(C)c1NC(=O)N(C)C[C@@H]1Oc2ccc(NC(=O)CCC(F)(F)F)cc2CC(=O)N([C@@H](C)CO)C[C@@H]1C	1.02	-2.9	-0.3	-2.0	-2.2	-2.0	-0.7	-2.0	1.02
Cc1ccc2nsnc2c1S(=O)(=O)NCCc1c(C)[nH]c2ccc(F)cc12	0.925	-1.0	1.7	2.6	-2.5	7.5	-2.0	-7.5	0.974
CCOP(=O)(OCC)C(NC(=O)NS(=O)(=O)c1ccc(C)cc1)c1ccccc1 (stereo unspecified)	0.975	-0.2	-1.5	-15.6	-5.2	2.5	-3.2	-0.2	1.16
COc1ccc(CCNc2nc3ccc(C)cc3n3cnnc23)cc1OC	1.05	0.1	-1.0	-8.1	-5.3	-5.5	1.1	1.2	1.08
CCCCN(CC)CCCNC(=O)Cn1nc(Cc2ccncc2)c2ccccc2c1=O	0.994	-0.4	2.1	3.4	-7.3	0.6	1.6	-2.0	0.966
C/C(=N\NC(=O)c1nnn(-c2nonc2N)c1-c1cccs1)c1ccc(O)cc1	0.959	-1.8	-3.1	-3.5	-3.2	4.1	-1.0	-11.6	1.03
NS(=O)(=O)c1ccc(NC(=S)NC(=O)c2ccc(Br)o2)cc1	0.798	-0.2	-2.4	-14.9	0.3	20.2	-2.5	5.1	1.15
CC(C)(C)OC(=O)NCc1ccc(NC(=O)c2nc[nH]c2C(=O)NCCCNC(=O)c2[nH]cnc2C(=O)Nc2ccc(CNC(=O)OC(C)(C)C)cc2)cc1	0.992	0.2	-3.1	-37.5	-3.4	0.7	-4.3	-3.4	1.38
CC(=O)c1cccc(NC(=O)NNC(=O)c2ccc(-c3ccccc3)cc2)c1	0.887	1.3	-5.6	-13.9	-5.2	11.3	1.0	-0.8	1.14
COc1ccc(-c2nnc(SCC(=O)NCc3cccs3)n2C(C)C)cc1	1.02	-1.4	3.8	-1.7	-5.2	-1.7	-2.7	2.2	1.02
CCOc1cc(/C=N\NC(=O)C2C(=O)NCC2c2ccccc2)ccc1OC (stereo unspecified)	1.09	0.9	1.5	-3.6	-2.5	-9.0	0.0	-0.1	1.04
Cc1nc(Nc2nc3ccccc3o2)nc2c1CCC2	0.885	-2.0	-3.7	-4.5	-7.7	11.5	-3.5	-0.1	1.04
CSc1nc(SCCN(C)C)c2c3c(sc2n1)COC(C)(C)C3	0.954	0.3	-3.9	-1.7	-2.6	4.6	-1.2	1.1	1.02
CCOC(=O)c1ccc(NC(=O)Cn2nnc(-c3ccc(C)cc3)n2)cc1	1.04	0.9	0.4	-11.9	-1.5	-3.8	-1.3	-1.5	1.12
O=C(c1ccccc1)N1N=C(c2ccccc2O)CC1c1ccccc1 (stereo unspecified)	1.03	-0.1	-3.8	-19.6	-9.9	-2.7	-2.0	-4.3	1.2
Cc1oc(-c2ccc(Cl)cc2)nc1CN1CCCC(C(=O)NCCCN2CCOCC2)C1 (stereo unspecified)	1.06	-1.5	-4.2	-13.0	-7.0	-6.4	-4.6	0.3	1.13
O=C(C1CC(=O)N(c2ccc(Cl)cc2)C1)N1CCCCCC1 (stereo unspecified)	1.04	0.2	1.5	2.5	-2.9	-4.3	-1.3	-7.4	0.975
COc1cc(OC)cc(-c2nnc(NC(=O)CCS(=O)(=O)c3ccc(C)cc3)o2)c1	0.97	1.0	9.5	-16.1	4.9	3.0	-7.3	-2.2	1.16
CCN(CC)Cc1c(C(=O)N/N=C/c2ccccn2)nnn1-c1nonc1N	1.01	0.1	-0.3	-58.5	-7.3	-1.5	-0.9	2.4	1.58
CCCc1c(C(=O)N/N=C(/C)c2ccncc2)nnn1-c1nonc1N	0.959	1.2	-2.1	-0.9	-8.9	4.1	-1.6	-0.3	1.01
Cc1ccc(OCC(=O)Nc2ccc(N(C)C)cc2)cc1	0.952	-7.7	-2.4	-1.4	-3.0	4.8	-3.5	-1.1	1.01
CCOC(=O)Cn1cnc2c(nnn2-c2ccccc2)c1=O	0.907	-0.3	-1.6	9.1	0.6	9.3	3.0	-1.1	0.909
COC(=O)c1[nH]c2cccc(C)c2c1NC(=O)CN1CCN(C(=O)c2ccco2)CC1	1.02	-4.5	-0.6	16.7	-0.7	-2.5	-1.4	-4.4	0.833
Cc1cc(C)cc(OCCn2ccnc2)c1	0.932	-0.1	-4.1	-17.9	-7.0	6.8	0.4	-1.4	1.18
O=C(Oc1ccc(-c2nnco2)cc1)c1ccco1	1.01	0.0	3.4	-6.5	11.5	-1.4	-0.5	nt	1.06
O=C(Nc1ccc(N2CCOCC2)nc1)c1ccc(C(F)(F)F)cc1	0.996	0.7	-3.9	10.1	-7.3	0.4	-0.3	2.1	0.899
COc1ccc(-n2c(SCC(=O)NNC(=O)c3ccc(C)cc3)nnc2-c2ccncc2)cc1	0.974	-2.4	-4.5	-51.1	-14.2	2.6	-4.3	-2.0	1.51
COC(=O)c1ccc(C23CC4(C2)[C@H](CN(C)[C@@H]4c2ccccc2)C3c2ccc(C(F)(F)F)cc2)cc1 (stereo partly specified)	0.942	45.5	-0.5	15.6	12.7	5.8	-8.8	1.3	0.844
COc1ccc(/C=C/C(=O)NCCc2ccc(S(N)(=O)=O)cc2)cc1	1.07	0.2	0.7	5.3	-5.9	-7.0	-0.8	1.4	0.947
CCOC(=O)N1CCN(C(=O)CC(C)S(=O)(=O)c2cc3c(cc2C)NC(=O)CO3)CC1 (stereo unspecified)	0.902	2.6	-4.7	-13.9	-6.5	9.8	0.8	1.7	1.14
Nc1nc(NCC2CCCO2)nc(NCC2CCCO2)c1[N+](=O)[O-] (stereo unspecified)	0.924	2.1	-1.4	-12.1	-7.5	7.6	0.0	1.1	1.12

Assay outcomes deposited in PubChem BioAssay by Sanford-Burnham Center for Chemical Genomics.
